Source: PubChem
GLP-1R inv ag: qHTS of GLP-1 Receptor Inverse Agonists (Inhibition Mode). Glucagon-like peptide 1 receptor (Homo sapiens), P43220. HEK293 GLP-1R CRE-luciferase, luminescence, 24 h; GLP-1R form is constitutively active. Potency, µM (highest dose often 38.3 µM), for the others: at the top dose activity change, negative = inhibition, hits mostly inhibitors. 1.6% of 410,000 active; also: potency is read from the fitted curve at half-maximal effect; % is scaled to controls: 0 for no effect and ±100 for the full control effect; nearly all actives have a fitted effect of over 55% in size
Target sequence (P43220 whole entry, looked up): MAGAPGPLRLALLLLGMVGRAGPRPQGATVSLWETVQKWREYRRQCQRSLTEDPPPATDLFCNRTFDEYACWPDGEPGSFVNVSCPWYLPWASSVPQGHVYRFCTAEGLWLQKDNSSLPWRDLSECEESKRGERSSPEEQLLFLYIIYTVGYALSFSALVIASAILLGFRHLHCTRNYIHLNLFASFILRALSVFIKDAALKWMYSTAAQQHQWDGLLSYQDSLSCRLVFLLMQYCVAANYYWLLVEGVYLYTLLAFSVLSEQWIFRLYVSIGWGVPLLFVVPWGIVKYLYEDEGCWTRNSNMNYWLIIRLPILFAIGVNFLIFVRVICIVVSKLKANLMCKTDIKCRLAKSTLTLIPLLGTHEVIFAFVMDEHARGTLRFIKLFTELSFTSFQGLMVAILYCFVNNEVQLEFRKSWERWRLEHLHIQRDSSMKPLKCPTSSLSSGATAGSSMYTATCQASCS
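Luminescence readout: a drop in cAMP-driven luciferase signal flags inverse agonism at a constitutively active GLP-1R stably expressed in HEK293. Compound exposure lasted 24 hr at 37 deg C, 5% CO2.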
TDP43 rescue: qHTS of TDP-43 Inhibitors | TDP-43 expressing yeast growth rescue, BacTiter-Glo, 24 h | Potency, µM (titrated, usually from 46.1 µM), without a hit: at the top dose growth rescue (activation), most hits filed as activators | AID 652104, 2013 | 1.8% of 410,000 active; also: potency is read from the fitted curve at half-maximal effect; % of control where 0% means no effect; nearly all actives have a fitted effect of over 50% in size
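In this qHTS, compounds that restore growth of yeast expressing TDP-43 appear as activators. Cells (OD600=0.02, galactose medium, raffinose-pregrown) are incubated with compound 24 hr at 30 deg C and growth is quantified by BacTiter-Glo.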
Abeta rescue: qHTS for compounds that reverse cellular toxicity of Amyloid beta (A-beta) peptide in yeast: Primary Screen; 0.063% of 410,000 active; Potency, µM (doses to about 46.1 µM), for inactives: at the highest dose growth rescue, most hits filed as activators; AID 1347071, 2019; yeast expressing A-beta42, growth rescue, OD600, 48 h; response scale: 0% DMSO, 100% iron-clioquinol control; also: potency is read from the fitted curve at half-maximal effect; nearly all actives have a fitted effect of over 55% in size
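Growth rescue measured by 600 nm absorbance after 48 h yeast culture at 30 C with compound. Values normalized between DMSO and an equimolar ferric chloride plus clioquinol control.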
DRD3 antagonist: qHTS of D3 Dopamine Receptor Antagonist: qHTS. D(3) dopamine receptor (Homo sapiens), P35462. D3R cells, DiscoveRx beta-arrestin luminescence, antagonist mode; stronger effect = lower value. max response, negative = inhibition, %. 2.5% of 360,000 active. AID 652054, 2013; in the data active = max response below about -50%; inconclusive = no clear call, values can overlap the other calls; also: % is scaled to controls: 0 for no effect and ±100 for the full control effect; mostly tested at two doses, the higher about 12 µM
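Cells plated overnight at 1500 cells/well, then exposed to library compounds with dopamine controls for 90 minutes at 37 degrees C. DiscoveRx reagent added for 30–60 minutes at room temperature; luminescence read, quantitative HTS format.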
PTHR1 agonist: qHTS for PTHR1 Agonists: Primary Screen | Potency, µM (highest dose often 115 µM), without a hit: top-dose activation, usual class: activators | 0.075% of 410,000 active | Parathyroid hormone/parathyroid hormone-related peptide receptor (Homo sapiens), Q03431 | HEK293 GP2 PTHR1 cells, GloSensor cAMP luminescence, 1 h; also: potency is read from the fitted curve at half-maximal effect; nearly all actives have a fitted effect of over 55% in size; some results filed as inactive show a strong effect at the top dose; inactives centre near -15; many of its hits are not listed in these tables
Target sequence (Q03431 whole entry, looked up): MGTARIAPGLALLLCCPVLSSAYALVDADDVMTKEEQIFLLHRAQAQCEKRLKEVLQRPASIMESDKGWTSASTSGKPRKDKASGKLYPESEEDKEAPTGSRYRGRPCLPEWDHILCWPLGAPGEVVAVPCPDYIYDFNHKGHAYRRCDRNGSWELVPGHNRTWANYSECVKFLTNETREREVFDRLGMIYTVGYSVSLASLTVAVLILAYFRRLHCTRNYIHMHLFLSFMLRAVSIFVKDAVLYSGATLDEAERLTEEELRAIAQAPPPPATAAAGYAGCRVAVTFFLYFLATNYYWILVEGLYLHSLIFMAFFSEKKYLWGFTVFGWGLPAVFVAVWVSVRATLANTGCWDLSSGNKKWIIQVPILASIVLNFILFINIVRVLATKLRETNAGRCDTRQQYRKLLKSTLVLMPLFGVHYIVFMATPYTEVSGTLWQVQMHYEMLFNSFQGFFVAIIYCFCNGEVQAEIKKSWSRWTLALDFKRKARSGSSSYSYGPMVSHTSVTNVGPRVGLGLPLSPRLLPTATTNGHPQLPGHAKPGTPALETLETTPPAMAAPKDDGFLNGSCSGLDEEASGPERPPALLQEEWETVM
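HEK-293-derived GP2 cells expressing PTHR1 and a GloSensor cAMP reporter, 3,000/well, plated overnight, given luciferin plus IBMX (each 0.5 mM as added) for 1 h at 37 °C, then compound for 1 h at 37 °C. Luminescence was read after 15 min at room temperature.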
pAkt inh: HTS Assay for Inhibitors of Akt Phophorylation: Primary Screen; AID 651550, 2012; 0.32% of 360,000 active; Neuro2A IGF-stimulated pAkt S473 HTRF, 20 min; stronger effect = lower value; activity change, % for hits at 50 µM; in the data active = activity change below about -80%; inconclusive = mostly about -51% to -80%; also: % is scaled to controls: 0 for no effect and ±100 for the full control effect
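Single-point screen (50 µM final compound) in Neuro2A cells stimulated 20 min with 6 nM IGF at 37 deg C. After lysis, Ser473-phosphorylated Akt read by HTRF (ex 330 nm, em 615/665 nm) as the 665/615 ratio.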
aSyn yeast inh: qHTS of alpha-syn Inhibitors. Yeast expressing alpha-synuclein, growth rescue, BacTiter-Glo, 24 h. 0.14% of 370,000 active. AID 652106, 2013. Potency, µM (series often up to 46.1 µM), inactives show at the top dose growth rescue (activation), actives largely listed as activators; also: potency is read from the fitted curve at half-maximal effect; % of control where 0% means no effect; nearly all actives have a fitted effect of over 65% in size
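Rescue of yeast growth: cells expressing toxic alpha-synuclein, induced in galactose at OD600 0.02, incubated with compound 24 h at 30 C. ATP luminescence quantified growth; inhibitors of toxicity appear as activators.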
FUS yeast rescue: qHTS for Suppressors of FUS Proteinopathy: Primary screen using FUS-linked yeast assay. 0.24% of 390,000 active. Potency, µM (highest dose often 76.6 µM), for inactives: at the highest dose growth rescue (activation), most hits filed as activators. AID 1347120, 2019. S. cerevisiae FUS-expressing, growth rescue, OD600, 24 h;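 also: potency is read from the fitted curve at half-maximal effect; plate controls were DMSO vehicle for no effect and reference control for full effect; nearly all actives have a fitted effect of over 55% in size; some results filed as inactive show a strong effect at the top dose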
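Restored growth of FUS-toxic S. cerevisiae, read as 600 nm absorbance after 24 h at 30C in galactose medium (starting OD 0.005). Controls CP55940 and DMSO.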
GLP-1R agonist: qHTS of GLP-1 Receptor Agonists. Glucagon-like peptide 1 receptor (Homo sapiens), P43220. HEK293 GLP-1R CRE-luciferase, luminescence, 4-6 h; cells express a hypersensitive GLP-1R form. Potency, µM (titrated, usually from 45.6 µM), inactives show top-dose activation, hits mostly activators. 0.007% of 380,000 active. AID 624172, 2012; also: potency is read from the fitted curve at half-maximal effect; % of control where 0% means no effect
Starred values were filed as active, the others as inactive; i = inactive; ? = inconclusive; . = not tested or not shown; [ ] = remark or other dose. Unless noted, calls follow the shape of the dose curve; as a rule, active = well fitted curve in the direction sought with a large enough effect; inconclusive = small, poorly fitted or top-dose-only effect, or another doubt; inactive = no such curve, though single readings can be large; an effect the other way counts as inactive or inconclusive. This is a subset (hit frequency here may not be typical).

SMILES	GLP-1R inv ag	TDP43 rescue	Abeta rescue	DRD3 antagonist	PTHR1 agonist	pAkt inh	aSyn yeast inh	FUS yeast rescue	GLP-1R agonist
Cc1ccc(NC(=S)NNc2ccc(C(=O)O)cc2[N+](=O)[O-])cc1C	-8%	-15%	-21%	-14	i	i	-30%	36%	-6%
COCCN(C(=O)CSc1nc2ccccc2o1)c1c(N)n(Cc2ccccc2)c(=O)[nH]c1=O	7%	19%	-3%	21	i	i	0%	5%	13%
COc1ccc(C(C#N)CC(=O)c2ccc(OCc3ccccc3)c(OC)c2)cc1OC (stereo unspecified)	13%	0%	8%	37	-3%	i	1%	28%	4%
CC(OC(=O)CCC(=O)c1ccccc1)C(=O)Nc1ccc(F)cc1 (stereo unspecified)	0%	-25%	-1%	6	i	i	3%	-22%	9%
Cc1nc(=S)c2ccccc2[nH]1	0%	14%	21%	-8	i	.	-1%	-6%	13%
O=C(CN1CCN(S(=O)(=O)/C=C/c2ccccc2)CC1)Nc1ccccc1N1CCOCC1	-1%	10%	5%	17	0%	i	0%	?	11%
CC[C@@H]1CCC[C@@H](O)[C@@H](C)C(=O)O[C@H](C)[C@@H](C)C/C=C(C)/C(OC)=C\C(=O)N(C)C([C@@H](C)CC)C(=O)N(C)[C@@H](C(C)C)C(=O)N(C)[C@@H](COC)C(=O)N2CCC[C@H]2C(=O)N(C)[C@@H](C(C)C)C(=O)N2CCC[C@H]2C(=O)O1 (stereo partly specified)	-37%	11%	-5%	1	-11%	i	0%	?	3%
O=C(CCNC(=O)Cn1ccc2ccccc2c1=O)NCCc1ccccc1Cl	16%	5%	6%	7	i	i	1%	8%	-10%
Cc1cccc(S(=O)(=O)NC(=O)C2(C)CCN2C(=O)c2cccc(F)c2)c1 (stereo unspecified)	-4%	11%	20%	0	-16%	i	-6%	-14%	-5%
O=C(Nc1ccc(F)cc1)c1cccnc1	3%	39%	1%	0	i	i	-2%	-15%	-2%
O=C(CCC1CCCC1)NNC(=O)c1cc2ccccc2cc1O	-10%	0%	-2%	9	-20%	i	1%	17%	0%
C=CCOc1c2ccc(C(=O)NCc3ccccc3OC)cc2nn1C	34%[activator]	-1%	-15%	0	i	i	1%	-19%	-4%
Cc1ccc(S(=O)(=O)Nc2ccc(F)cc2)cc1C(=O)N1CCOCC1	-11%	-22%	-6%	-11	i	i	-3%	2%	-1%
O=C(NCc1ccccc1)c1cc(Sc2cccc(Cl)c2)nc2ccccc12	-9%	17%	3%	.	i	.	.	2%	.
O=C(NCc1cn2ccccc2n1)c1ccccc1	0%	-12%	-3%	20	i	i	-3%	10%	2%
O=C1CCC([N+](=O)[O-])C(c2ccc(Br)cc2)N1 (stereo unspecified)	10%	-9%	11%	9	i	i	-6%	.	0%
COc1ccc(CNC(=O)C(=O)NCC(c2ccco2)S(=O)(=O)c2ccc(Cl)cc2)cc1 (stereo unspecified)	24%	3%	-12%	.	-8%	.	.	-3%	.
O=C1NC[C@@H](c2ccccc2)OC(=O)[C@@H](Cc2ccc(F)cc2)C/C=C\C[C@@H]1CC(=O)N(CCO)Cc1ccccc1	-5%	2%	6%	?	-31%[inhibitor]	i	5%	38%	-4%
CCc1cc(=O)oc2c(C)c(OCC(=O)NCCCn3ccnc3)ccc12	6%	11%	10%	13	i	i	-4%	18%	-2%
O=C(O)c1ccc2nc(C(F)(F)F)[nH]c2c1	1%	12%	17%	6	i	.	.	-22%	-13%

A portion from the list above:
SMILES	GLP-1R inv ag	TDP43 rescue	Abeta rescue	DRD3 antagonist	PTHR1 agonist	pAkt inh	aSyn yeast inh	FUS yeast rescue	GLP-1R agonist
Cc1ccc(NC(=S)NNc2ccc(C(=O)O)cc2[N+](=O)[O-])cc1C	-8%	-15%	-21%	-14	i	i	-30%	36%	-6%
COCCN(C(=O)CSc1nc2ccccc2o1)c1c(N)n(Cc2ccccc2)c(=O)[nH]c1=O	7%	19%	-3%	21	i	i	0%	5%	13%

Copied from the list.
TDP43 rescue result of COc1ccc(CNC(=O)C(=O)NCC(c2ccco2)S(=O)(=O)c2ccc(Cl)cc2)cc1 (stereo unspecified) stands at 3%
Abeta rescue result of O=C(CCC1CCCC1)NNC(=O)c1cc2ccccc2cc1O stands at -2%

Next part:
SMILES	GLP-1R inv ag	TDP43 rescue	Abeta rescue	DRD3 antagonist	PTHR1 agonist	pAkt inh	aSyn yeast inh	FUS yeast rescue	GLP-1R agonist
CC/C(=N\N=C1\SC(C)C(=O)N1Cc1ccco1)c1ccccc1 (stereo unspecified)	?	17%	-2%	-2	i	i	0%	-9%	3%
Cc1ccc(-c2cc(NC(=O)CCl)n(-c3ccccc3)n2)cc1	?	?	-32%[inhibitor]	?	i	i	2%	23%	1%
CC(=O)Nc1cc(-c2ccc(S(C)(=O)=O)cc2)cn2c(-c3ccc(F)c(Cl)c3)cnc12	1%	19%	-3%	146	i	i	-3%	?	1%
CN(c1ccccc1)S(=O)(=O)c1cccc(NC(=O)CC(C)(C)C)c1	?	-16%	20%	20	-21%	i	4%	.	0%
OC(CNCCc1ccccc1)c1ccccc1 (stereo unspecified)	6%	-7%	10%	-13	-13%[57.5 µM]	i	7%	-1%	27%
Oc1c(Cl)cc(Cl)cc1/C=N/c1ncn[nH]1	2%	-1%	-7%	?	-16%	i	3%	-29%	6%
O=C(NCCN1CCOCC1)c1ccc(CS(=O)(=O)c2ccc(Cl)cc2)o1	11%	10%	0%	11	-9%[57.5 µM]	i	0%	-16%	0%
COc1cc(-c2noc(-c3ccc(N4CCOCC4)c([N+](=O)[O-])c3)n2)cc(OC)c1OC	11%	26%	-9%	.	-34%[inhibitor]	.	.	11%	.
CCOc1cc(/C=N/NC(=O)COc2ccc(Cl)cc2)ccc1OS(=O)(=O)c1ccccc1	?	13%	26%	4	-30%	i	24%	44%	-2%
O=c1oc2c(CN3CCOCC3)c(O)ccc2c2c1CCCC2	26%	3%	-1%	-24	0%[57.5 µM]	i	4%	-3%	7%
CCc1ccc(CC)c(S(=O)(=O)Nc2ccc(C(=O)O)c(O)c2)c1	6%	3%	-5%	0	-2%[57.5 µM]	i	-1%	4%	-1%
COCCCNC(=O)CCCn1c(=O)c2ccccc2n(CC(=O)Nc2c(C)cccc2C)c1=O	2%	1%	1%	-30	-3%[57.5 µM]	i	-13%	-12%	-12%
COc1ccc(OC(C)C(=O)NCc2nc(-c3ccc(Cl)cc3)no2)cc1 (stereo unspecified)	?	16µM*	-8%	.	-34%[inhibitor]	.	.	?	.
O=C(Nc1ccc(Cc2ccncc2)cc1)C1CCC(N2C(=O)C3CCCCC3C2=O)CC1 (stereo unspecified)	3%	6%	-10%	36	-35%[inhibitor]	i	-11%	-10%	8%
COc1cc(CN(C)CCc2ccccn2)cc(OC)c1OC	-11%	-8%	0%	15	-38%[inhibitor][57.5 µM]	i	4%	-1%	-7%
CCC1(CC)NC(=O)N(CC(=O)OC(C)C(=O)Nc2ccc(NC(C)=O)cc2)C1=O (stereo unspecified)	35%[activator]	17%	19%	-15	i	i	0%	9%	-5%
COc1ccc(C(=O)NC(C)C2CC3CCC2C3)cc1 (stereo unspecified)	?	6%	10%	10	-57%	i	1%	1%	11%
COc1ccc(CC(=O)N2CCC(c3ccccc3)C2)cc1 (stereo unspecified)	3%	.	6%	0	i	i	-1%	15%	7%
Cc1ccc(-c2csc3nnc(SCC(=O)NCc4ccco4)n23)cc1	0%	-8%	16%	13	i	i	1%	24%	26%
COC(=O)c1[nH]c2cc(OC)ccc2c1NC(=O)CN1CCN(c2cccc(C)c2)C(C)C1 (stereo unspecified)	8.9µM*	9%	-12%	-15	-6%	i	7%	4%	-8%
COc1ccc(CN2C(=O)C(O)(CC(=O)c3c(C)n[nH]c3C)c3ccccc32)cc1OC (stereo unspecified)	0%	10%	-14%	17	-5%	i	1%	18%	15%
CCOC(=O)C1(C)CCCN(C(=O)c2c(-c3ccccc3)noc2C)C1 (stereo unspecified)	12%	12%	-19%	0	i	i	-1%	-13%	-4%
C=CCn1c(=O)c2ccccc2n2c(SCC(=O)NCCc3ccccc3)nnc12	-25%	-3%	11%	24	-7%	i	-4%	42%	-2%
Cc1ccc2nc(Nc3nc(-c4ccccc4)cc(=O)[nH]3)nc(C)c2c1	18%	1%	7%	-2	-1%[57.5 µM]	.	2%	-29%	-5%
COC(=O)C1=C(C)N(c2cc(Cl)cc(Cl)c2)C(=O)C1	?	18µM*	-1%	-15	-27%[57.5 µM]	i	-1%	12%	3%
Cc1cc(OC(C)C(=O)NCCCN2CCCC2=O)c2c(C)c(C)c(=O)oc2c1 (stereo unspecified)	72%[activator]	7%	6%	21	-3%	i	-1%	?	9%
N=c1c2c(-c3ccccc3)c(-c3ccccc3)oc2ncn1CCN1CCOCC1	?	18%	5%	1	i	i	3%	11%	-16%
CCN(CC1CCCN(CCc2cccc(F)c2)C1)C(=O)c1ccc(CSC)o1 (stereo unspecified)	?	-19%	-6%	-27	15%	i	-2%	.	-1%
CN(CC(=O)Nc1ccc(Cl)cc1)C1CCCCC1	?	-1%	-4%	-16	-23%	i	-7%	-5%	-1%
COc1cccc(NC(=O)CSc2nnc(NC(=O)C3CC3)s2)c1	-17%	7%	7%	-57*	-11%	i	0%	12%	12%
Cc1cccc(NC(=O)c2onc3c2CCCC3)n1	?	-22%	-47%[inhibitor]	-1	-27%	i	-21%	.	-17%
